Fh CTSL1 inh = Fasciola hepatica cathepsin L1 inhibitors, primary screen, counter-screen for PFM18AAP inhibitor project, biochemical, QFRET, fluorogenic peptide substrate. recombinant F. hepatica cathepsin L1, Z-Leu-Arg-MCA fluorescence. inhibition, % at 5.96 µM. 300,000 compounds, 0.49% hits;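 active = inhibition above the mean of all tested compounds plus 3 SD, set per screening campaign, cut at about 17% in these data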;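 note: 0% = plate median of test compound wells and 100% = 1 µM Z-Phe-Ala-diazomethylketone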
proCasp3 act = activators of human procaspase-3 D3A mutant, primary screen, biochemical, absorbance, PC-3 D3A mutant, single concentration | Caspase-3 (Homo sapiens), P42574 | recombinant procaspase-3 D3A, Ac-DEVD-pNA absorbance 405 nm | activation, % at 8.5 µM | 330,000 compounds, 0.11% hits;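 active = activation above the mean of all tested compounds plus 3 SD, cut at about 21% in these data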;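 note: 0% = DMSO alone and 100% = DMSO wells spiked with extra 5 µM PC-3 D3A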
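System: Procaspase-3 D3A mutant. Medium: Zinc-free 300 mM NaCl, 50 mM HEPES, 0.01% Triton X-100. Schedule: 1 h preincubation plus 2 h reaction at 25 °C. Measured by: 405 nm absorbance of p-nitroaniline, reads at 0 and 120 min. Read-out: percent activation relative to control range.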
core dimer inh = inhibitors of HCV core protein dimerization, primary screen, biochemical, TR-FRET, high-throughput | TR-FRET GST/Flag-core106 dimerization, 1536-well | inhibition, % at 5 µM | 300,000 compounds, 0.33% hits | AID 1899, 2009;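 active = inhibition above the mean of all tested compounds plus 3 SD, set per screening campaign, cut at about 45% in these data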
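System: GST-tagged and Flag-tagged HCV core protein residues 1-106 / Input: core106 proteins, GST 13.5 nM and Flag 17 nM / Buffer or medium: KF-containing HEPES buffer, pH 7.45, DTT, CHAPS, BSA / Probe or stimulus: Eu-anti-GST and XL665-anti-Flag labelled anti-tag antibodies / Schedule: 4 h, 22.5 °C incubation / Technique: TR-FRET 671 and 617 nm emission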
PP5 primary = PP5 phosphatase inhibitors, primary screen, biochemical, fluorescence. 320,000 compounds, 0.18% hits. Serine/threonine-protein phosphatase 5 (Homo sapiens), P53041. inhibition, % at 6.7 µM. purified PP5c, OMFP substrate fluorescence;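 active = inhibition above the campaign's mean inhibition across all tested compounds plus 3 SD, cut at about 9.5% in these data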;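 note: 0% = DMSO only and 100% = 100 µM cantharidin control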
PP1 counter = PP1-alpha phosphatase inhibitors, primary screen, counter-screen for PP5 inhibitor project, biochemical, fluorescence, OMFP substrate, single point; 320,000 compounds, 0.9% hits; AID 2235, 2010; inhibition, % at 6.7 µM; purified PP1alpha; Serine/threonine-protein phosphatase PP1-alpha catalytic subunit (Homo sapiens), P62136;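 active = inhibition above the mean inhibition of all tested compounds plus 3 SD, computed separately for each screening campaign, cut at about 15% in these data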
AHR act = AHR activators, primary screen, cell-based, luminescence, luciferase reporter, human; AHR-responsive luciferase reporter cells; 320,000 compounds, 2.5% hits; activation, % at 5 µM; AID 2796, 2010; in the data active = activation above about 47%;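 note: 0% = vehicle wells and 100% = reference agonist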
Target sequence (P35869 whole entry, looked up): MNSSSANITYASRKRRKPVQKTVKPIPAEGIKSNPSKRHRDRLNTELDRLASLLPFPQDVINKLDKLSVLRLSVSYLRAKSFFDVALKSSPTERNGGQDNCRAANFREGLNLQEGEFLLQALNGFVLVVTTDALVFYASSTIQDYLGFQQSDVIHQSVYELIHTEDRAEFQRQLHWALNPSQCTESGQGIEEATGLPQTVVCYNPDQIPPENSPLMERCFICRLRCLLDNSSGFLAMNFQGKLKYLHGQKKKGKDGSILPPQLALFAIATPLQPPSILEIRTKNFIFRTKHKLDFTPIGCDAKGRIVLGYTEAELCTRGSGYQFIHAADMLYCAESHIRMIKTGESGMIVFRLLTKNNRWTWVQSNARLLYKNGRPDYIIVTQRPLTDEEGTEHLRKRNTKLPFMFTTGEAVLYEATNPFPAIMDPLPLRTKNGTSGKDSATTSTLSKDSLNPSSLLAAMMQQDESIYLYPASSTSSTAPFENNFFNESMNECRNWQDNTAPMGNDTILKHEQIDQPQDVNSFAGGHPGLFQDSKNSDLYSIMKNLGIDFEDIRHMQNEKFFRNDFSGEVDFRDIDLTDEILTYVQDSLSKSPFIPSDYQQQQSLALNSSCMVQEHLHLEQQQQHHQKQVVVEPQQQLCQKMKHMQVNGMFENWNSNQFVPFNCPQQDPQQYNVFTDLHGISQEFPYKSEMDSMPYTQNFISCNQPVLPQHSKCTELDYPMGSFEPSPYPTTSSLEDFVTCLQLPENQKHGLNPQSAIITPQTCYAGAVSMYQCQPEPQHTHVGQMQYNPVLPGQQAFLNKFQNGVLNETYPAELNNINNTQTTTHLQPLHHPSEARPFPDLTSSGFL
PAFAH2 FP inh = PAFAH2 enzyme inhibitors, primary screen, biochemical, fluorescence polarization, human; Platelet-activating factor acetylhydrolase 2, cytoplasmic (Homo sapiens), Q99487; recombinant PAFAH2, FP-rhodamine activity probe; inhibition, % at 3.39 µM; 340,000 compounds, 0.99% hits;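 active = inhibition above the mean over all tested compounds plus 3 SD, cut at about 30% in these data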;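 note: inhibitors block probe labeling of enzyme so polarization drops; 0% = enzyme with DMSO and 100% = wells lacking PAFAH2 protein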
TPT1 inhibitor = Candida albicans TPT1 enzyme inhibitors, primary screen, biochemical, fluorescence polarization | recombinant caTPT1, FP RNA substrate dephosphorylation | tRNA 2'-phosphotransferase TPT1 (Candida albicans SC5314) | 300,000 compounds, 0.81% hits | inhibition, % at 5 µM;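 active = inhibition above the mean of all tested compounds plus 3 SD, set per screening campaign, cut at about 24% in these data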;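 note: plate controls were DMSO alone for no effect and ferristatin control at 100 nM for full effect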
proCasp7 act = procaspase-7 activators, primary screen, counter-screen for procaspase-3 activator project, biochemical, absorbance, HTS, human | Caspase-7 (Homo sapiens), P55210 | recombinant procaspase-7, Ac-DEVD-pNA absorbance 405 nm; D23A/D198A/D206A triple mutant, cannot self-cleave; scale: DMSO 0, 5 µM enzyme 100 | activation, % at 8.5 µM | 330,000 compounds, 0.093% hits | AID 463210, 2010;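 active = percent activation above the screen-wide mean plus 3 SD, cut at about 25% in these data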
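Assay system: Uncleavable procaspase-7 mutant enzyme / Input: 2 µM procaspase-7 mutant as dispensed / Dosing: single nominal 8.5 µM compound dose, 0.8% DMSO final / Timing: 1 h enzyme–compound preincubation and 2 h substrate reaction, both 25 °C / Detection: p-Nitroaniline absorbance at 405 nm, read at 0 and 120 min / Replication: singlicate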
Numbers without * were called inactive; / = no result given. This is a random part of the collection. Share with any hit: about 5.6%.

structure,Fh CTSL1 inh,proCasp3 act,core dimer inh,PP5 primary,PP1 counter,AHR act,PAFAH2 FP inh,TPT1 inhibitor,proCasp7 act
NNC(=O)c1cc(C23CC4CC(CC(C4)C2)C3)nc2ccccc12,-3,-2,4,4.0,-2,14,-3,0,4
COc1ccc(C(=O)Nc2nc3ccccc3s2)cc1OC,5,-2,0,2.5,0,12,4,-3,9
O=C(CCCN1C(=O)c2ccccc2C1=O)NCCCN1CCOCC1,-4,6,2,2.4,-3,16,-3,-1,7
COc1ccc(NC(=S)Nc2ccc(Oc3ccccc3)cc2)cc1,2,-10,9,2.9,6,-1,2,0,-11
COc1ccc(C2C3=C(NCCN=C3c3ccccc3)C(=O)N2c2ccccc2)c(OC)c1 (configuration not stated),1,1,-2,0.1,-4,-1,-1,2,8
Cc1ccccc1-n1c(=O)c2ccccc2n2nnnc12,4,-3,1,-1.2,-3,2,14,2,-2
Cc1cccc(C)c1NC(=O)CN(C)C(=O)C1=COCCO1,/,11,/,-1.5,-1,0,0,/,-2
CC(Sc1cccc[n+]1[O-])C(=O)Nc1cc(Cl)c(Cl)cc1Cl (configuration not stated),/,6,/,/,/,16,5,/,6
CCOC1OC(=O)C(Cl)=C1Nc1ccccc1C (configuration not stated),2,-12,-18,-0.4,3,-1,-1,-7,-3
Cc1ccc(NC(=O)CC2=NC(=O)C(CC(=O)Nc3ccccc3C)S2)cc1 (configuration not stated),3,-4,-1,2.5,-8,45,-13,5,2
Cc1cc(C(=O)NC2CCCCC2)c2cc(F)ccc2n1,-3,5,-3,0.9,-6,4,6,-1,4
C=CCN1CCN(C(=O)c2cc3c(s2)CCC(CC)C3)CC1 (configuration not stated),0,2,2,2.4,-5,0,5,-3,4
COC(CNC(=O)c1ccc(CS(=O)(=O)c2ccccc2)o1)OC,-1,-4,1,14*,1,1,2,1,5
CC(C)c1ccc(OC(=O)NCCO)cc1,4,9,-2,-2.1,-3,9,7,-2,-3
Cc1ccc(-n2c(SCC(=O)Nc3ccc4c5c(cccc35)CC4)nc(O)c(C)c2=O)cc1,1,-3,11,5.1,6,2,0,0,1
COc1ccc(-n2nc(C(=O)NCC(=O)N(C)Cc3ccccc3)c3ccccc3c2=O)cc1OC,-2,3,6,2.6,-4,0,3,-3,17
COc1cc(NC(=O)NC(C)(C(F)(F)F)C(F)(F)F)cc(OC)c1OC,0,1,-2,1.9,-1,2,-7,-2,1
Cc1nc(NC(=O)c2cncc(Br)c2)ccc1Br,1,-7,-7,1.9,-1,13,4,-1,1
Cc1ccccc1NC(=O)c1cccc(OCc2c(C)noc2C)c1,-1,5,-10,0.9,2,-16,2,-6,-8
CCC(=O)Nc1ccc(Cl)c(NC(=O)c2cccnc2)c1,-1,12,0,-1.5,-3,1,2,1,1
CCC(=O)c1ccc(OCC(=O)O)c(OC)c1,-1,-3,3,-3.1,-6,0,3,-2,0
O=C(COc1ccc(F)cc1Cl)NC1CCCCCC1,/,0,/,0.4,-6,0,1,/,-6
Cc1cnc(C(=O)OCC(=O)NCCc2ccccc2)cn1,-8,-1,3,-1.6,-4,-2,-6,1,6
CCCC(=O)Nc1ccccc1N1CCN(C(=O)c2ccccc2)CC1,-3,15,2,2.0,-8,7,-4,2,4
CCOC(=O)c1c(NC(=O)Nc2ccc(F)cc2)sc2c1CCN(C)C2,-1,-7,0,2.7,0,5,1,1,-3
COC(=O)c1ccc2c(c1)SC1=C(CCCC1=O)N2,1,1,-62,2.3,2,60*,26,-95,-14
CC(C)N(C(=O)COC(=O)[C@@H]1CC(O)CN1S(=O)(=O)c1ccc(C(C)(C)C)cc1)C(C)C (some centres not stated),-8,3,1,-0.1,10,2,-1,0,-1
Cc1ccccc1C(=O)c1cccn1CC(=O)NCCCN1CCc2ccccc2C1,-3,3,3,-1.4,-3,16,0,-1,2
CC1(C)Cc2c(oc3ncn4ncnc4c23)CO1,3,5,-3,-1.3,-2,9,0,0,7
COC(=O)c1oc(-c2ccccc2)nc1C,6,-1,-2,-0.6,-4,-1,0,-1,6
Cc1ccccc1C(=O)NCC(=O)O,-3,2,-6,0.8,-2,0,-4,-4,3
CCOC(=O)C1CCCN(C(=O)CCNC(=O)Cn2ccc3ccccc3c2=O)C1 (configuration not stated),1,2,-6,2.4,0,0,-5,4,3
Cc1ccc(/C=C/C(=O)Nc2cc(S(=O)(=O)N3CCCCCC3)ccc2OCC(F)(F)F)o1,16,-7,29,3.8,4,3,-4,-1,2
CC(C)C(=O)Nc1ccc(C(=O)NN2C(=O)c3ccccc3C2=O)cc1,-1,7,-12,0.9,0,1,-1,-7,3
Cc1csc2ncc(C(=O)NCc3ccccn3)c(=O)n12,0,15,-2,0.4,-3,47*,-2,6,7
Cn1nc([N+](=O)[O-])c2c(-c3nc4ccccc4s3)c(N)n(C3CCCCC3)c2c1=O,1,2,0,0.4,0,20,5,-3,-4
COC(=O)C(CCSC)NS(=O)(=O)c1ccc(Cl)cc1 (configuration not stated),-3,9,-1,2.5,3,1,-4,1,-8
CCCN(C(=O)Cn1nc(C)c([N+](=O)[O-])c1C)c1c(N)n(Cc2ccccc2)c(=O)[nH]c1=O,-1,-1,-1,-2.3,-7,2,-4,2,12
O=C(Nc1ccccc1F)c1cc(C(=O)Nc2ccccc2F)cc([N+](=O)[O-])c1,3,-1,-3,2.4,-1,0,7,-2,10
COc1ccc(NC(=O)Nc2ccc(C(=O)N3CCOCC3)cc2)c(OC)c1,0,3,6,0.1,-2,1,-1,0,0
COc1ccc(NC(=O)CCSc2ccc(F)cc2)cc1,-9,-7,3,-0.9,8,9,4,-2,-5
COc1ccc(CCN2C(=O)C(O)=C(C(=O)c3ccco3)C2c2cccs2)cc1OC (configuration not stated),-1,-11,4,-0.7,-1,0,-2,0,-58
Cc1ccc(NC(=S)NCc2ccc3[nH]c4c(c3c2)CCCC4)cc1,-3,9,6,6.5,1,25,-9,1,-4
CCSCCOC(=O)C1=C(C)N(C)C(=O)NC1c1cc(OC)ccc1OC (configuration not stated),3,3,3,-0.2,4,2,-2,0,-3
CCCn1c(=O)c2ccccc2n2c(SCCOc3ccccc3F)nnc12,-2,0,3,-0.1,0,2,-1,-1,-4
O=C(NC1CCCN(Cc2ccccc2F)C1)C1CCC1 (configuration not stated),4,3,-3,3.9,-2,-1,0,1,16
CCC(C)NC(=O)[C@@H]1CCCN1C(=O)C1CCN(S(=O)(=O)c2ccc(C)cc2)CC1 (some centres not stated),-3,11,-9,3.1,2,3,4,-2,-1
COc1ccc2cc3c(N)nn(C(=O)Cc4c[nH]c5ccccc45)c3nc2c1,-1,-5,9,5.2,19*,38,3,-1,-8
Cc1ccc(NS(=O)(=O)c2cc3c4c(c2)CC(=O)N4CCC3)cc1C,-2,-3,3,0.7,8,4,11,-4,4
COc1ccc(CN(C)C(=O)c2ccc3ccccc3n2)cc1F,0,9,-3,3.4,0,4,1,2,6
O=C(N/N=C/c1cccs1)c1ccc(-n2cccc2)cc1,0,-3,28,4.5,1,13,-9,2,-8
CC(C)(C)C1CCC(N2CCN(c3ccccc3)CC2)CC1 (configuration not stated),2,-10,-16,5.1,-5,-2,-1,-3,-12
CCOC(=O)Cc1ncccc1C(=O)Nc1ccc(Oc2ccccc2)cc1,2,-1,-3,1.4,2,1,-3,-5,18
O=C1CCN(Cc2ccccc2)C=C1c1ccc(C(F)(F)F)cc1,/,4,/,/,/,108*,25,/,9
CC1(C)CC(=O)C2=C(C1)NC(SCC(N)=O)=C(C#N)C21CCCCC1,-2,8,-8,1.4,1,1,-2,0,-5
O=C1CC(c2ccco2)Cc2nc(N3CCc4ccccc4C3)ncc21 (configuration not stated),11,1,44,-7.3,17*,1,9,1,-4

Further compounds follow:
structure,Fh CTSL1 inh,proCasp3 act,core dimer inh,PP5 primary,PP1 counter,AHR act,PAFAH2 FP inh,TPT1 inhibitor,proCasp7 act
O=[N+]([O-])c1ccc(S(=O)(=O)Nc2ccncc2)cc1,-5,-3,11,-0.3,-2,0,2,-3,10
O=C(N/N=C\c1ccco1)c1cncc(Br)c1,-1,3,1,1.8,-1,8,/,0,-2
O=C(COC(=O)c1ccc(S(=O)(=O)N2CCCC2)cc1)NCc1cccs1,-5,3,4,-0.2,-2,1,-1,0,-1
CCn1nnnc1SCC(=O)Nc1ccc(N(C)C)cc1,-1,-1,-20,-0.1,-1,41,-11,-3,5
O=C(COC(=O)c1ccco1)Nc1ccc2[nH]c(=O)[nH]c2c1,/,2,/,-0.2,-1,-1,-2,/,5
CC(OC(=O)CCc1nc2ccccc2c(=O)[nH]1)C(=O)c1ccc(C(C)(C)C)cc1 (configuration not stated),2,0,7,2.3,3,6,0,6,-10
Cc1nnc(NC(=O)CSc2nc3[nH]ncc3c(=O)[nH]2)s1,-5,-1,11,2.7,-1,5,2,1,12
CCOC(=O)c1nn(-c2ccccc2)c2nnc(Cc3ccc(Cl)cc3)c(=O)n12,7,-3,8,-0.6,2,2,2,-4,1
O=C(NCCN1CCOCC1)C(Sc1ccccc1)c1ccccc1 (configuration not stated),-4,6,2,-1.2,-4,0,1,-3,2
CC1(NC(=O)C23CC4CC(CC(C4)C2)C3)CCS(=O)(=O)C1 (configuration not stated),-5,-2,-3,1.8,0,1,-4,2,11
CC(C)CNS(=O)(=O)c1ccc(CCC(=O)N2CCOCC2)cc1,6,1,-1,3.4,-1,-1,7,-2,11
CC(=O)Nc1ccc(NS(=O)(=O)c2cccc3ccccc23)cc1,1,-10,-1,0.9,5,1,3,-4,-7
O=C1CCc2cc(S(=O)(=O)N3CCN(c4cccc(Cl)c4)CC3)ccc2N1,-4,6,1,-0.1,-5,-5,5,-2,-2
